# CFTR F508del cor – CFTR F508del correction in bronchial cells | AID 720511 | CFBE cells, YFP halide quenching; stimulated with forskolin plus potentiator P3; % fluorescence drop versus neutral controls | actives 0.36% (n = 350,000) | activity (quench increase), % at 7.58 µM;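 active = mean added fluorescence quench of at least 8% versus neutral control, with both replicates also reaching 8%; inconclusive = only one of the mean or replicate conditions met; inactive = mean below 8% and not both replicates reaching 8%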;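 also: cells transiently co-express mutant CFTR-F508del with the halide-sensitive YFP; corrector assay measuring rescue of mutant channel to the surface after 24 h compound exposure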
# Statin myotox sup – suppression of simvastatin myotoxicity; rescue of ATP level, % at 7.49 µM; actives 0.78% (n = 330,000); C2C12 myotubes + simvastatin, ATP luminescence, 48 h; scaled: DMSO 0, geranylgeraniol control 100;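 active = mean ATP rescue above about 67%, or every replicate alone reaching that limit, limit read from the data, passing the limit was not always enough; inconclusive = no clear call, values can overlap the other calls; inactive = mean under the limit and some replicate under it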;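 also: myotubes were challenged with 10 µM simvastatin during compound exposure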
# Cneo AK release – Cryptococcus neoformans lysis via adenylate kinase release | actives 0.2% (n = 360,000) | lysis activity, % at 15 µM | AID 651654 | C. neoformans lysis, adenylate kinase release luminescence, 4 h; normalised: neutral wells 0, clomiphene wells 100;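 active = mean lysis activity across replicates of at least 80%, whatever share of replicates individually reach that level; inactive = mean lysis activity below 80%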
#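 Signal: Adenylate kinase release luminescence | Assay system: Log-phase Cryptococcus neoformans yeast cells | Input: Cells at 5 × 10^6 per mL | Buffer or medium: Fresh YPD growth medium | Compound: Single dose | Schedule: Static 4 h at 37 °C with compound, 1 h detection | Controls: Clomiphene | Read-out: Luminescence rise reflecting yeast cell lysis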
# PGC1a acetyl inh – lowers PGC1a acetylation signal in U2OS cells. AlphaScreen anti-acetyl-lysine; with virally co-expressed GCN5 acetyltransferase. inhibition, % at 15.6 µM. actives 0.17% (n = 350,000);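 active = every replicate shows inhibition of at least 40%; inconclusive = mean inhibition at least 40% but some replicate below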;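 also: 0% = neutral control wells and 100% = positive control wells; some results beyond the cut were filed as inactive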
# miR-122 sensor – inhibitors of miR-122 in Huh7 cells; Huh7 miR-122 Renilla luciferase sensor, 48 h; neutral wells = 0, positive control = 100; activation (reporter increase), % at 12.5 µM; actives 0.3% (n = 340,000); AID 602342;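 active = mean replicate activation score at least 90 and every replicate individually at or above 90; inconclusive = only one of the two criteria met; inactive = neither criterion met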;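 also: higher luciferase means less miR-122 activity so hits act as miR-122 inhibitors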
# PglD inh – inhibitors of Campylobacter jejuni PglD acetyltransferase | purified PglD enzyme, DTNB colorimetric CoA detection | inhibition, % at 12.5 µM | actives 0.098% (n = 360,000); in the data active = inhibition above about 16%, passing the limit was not always enough; inconclusive = no clear call, values can overlap the other calls; also: strong numbers were not always called active
# GSIS activator – primary screen for activators of insulin secretion dependent on glucose, INS-1E cells, GLuc reporter luminescence; activation, % at 16.6 µM; actives 0.61% (n = 370,000); AID 743287; INS-1E GLuc reporter insulin secretion, 2-3 h;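 active = lowest replicate activation of at least 40%, so every replicate reaches that level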;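 also: 0% = median of neutral control wells and 100% = median of IBMX positive control wells; some compounds called inactive have numbers as strong as hits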
# FN deposit inh – fibronectin deposition inhibition. AH1F fibroblasts, Alexa488-fibronectin deposition fluorescence, overnight. inhibition, % at 12.6 µM. actives 0.086% (n = 350,000). AID 743247;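 active = mean inhibition across replicates of 30% or more, regardless of how many single replicates reach that level; inconclusive = mean under 30% yet at least half of replicates reach 30%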;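 also: positive control wells lacked labelled fibronectin entirely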
#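 Measured by – fluorescence 485/525 nm · System – AH1F fibroblast monolayer, labelled fibronectin deposition · Amount – 10000 cells per well · Buffer or medium – serum-reduced DMEM (2% serum) · Doses – single dose, pinned · Also added – fluorescent fibronectin at 24 nM final · Schedule – 1 h cell attachment, overnight exposure to compound and label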
# Numbers without * were called inactive; ? = inconclusive; / = not tested or not shown; & = joins results of further samples; ! = not confirmed by another sample; [ ] = dose if it differs, or a comment.
nr	molecule	CFTR F508del cor	Statin myotox sup	Cneo AK release	PGC1a acetyl inh	miR-122 sensor	PglD inh	GSIS activator	FN deposit inh
1	O=C(/C=C/c1ccccc1)N1CCN(CC(O)COc2ccccc2)CC1 (stereo unspecified)	/	-5	2	-14	-10	2	/	/
2	O=C(N=C1SC2CS(=O)(=O)CC2N1c1ccc(F)c(Cl)c1)C1CC1 (stereo unspecified)	2.0	1	-3	3	-3	-1	42*	0
3	COc1ccccc1NC(=O)CS(=O)(=O)c1cn(CC(=O)N(C(C)C)C(C)C)c2ccccc12	2.1	/	0	4	-9	-2	27	/
4	CC(C)CCNC(=O)CN(Cc1cccs1)C(=O)CCC(=O)Nc1nccs1	0.4	-4	-1	-2	-4	-1	29	/
5	C/C=C/c1ccc(C2[C@@H]3CN(C(=O)Nc4ccc(C(F)(F)F)cc4)C[C@H]2N3)cc1 (stereo partly specified)	-4.2&-1.2	/	/	1&-36	/	/	190*!	3&11
6	Cc1ccc(C)c2[nH]c(=O)c(CCNC(=O)CCc3ccccc3)cc12	-2.1	-9	-4	2	4	3	-10	1
7	Cc1ccc2[nH]c(C)c(CC(=O)O)c2c1	/	11	-6	9	7	1	/	/
8	COc1cccc(Nc2ncnc3ccccc23)c1	/	1	-6	0	0	6	33	/

# Quoted at random: 2 entries already listed
nr	molecule	CFTR F508del cor	Statin myotox sup	Cneo AK release	PGC1a acetyl inh	miR-122 sensor	PglD inh	GSIS activator	FN deposit inh
6	Cc1ccc(C)c2[nH]c(=O)c(CCNC(=O)CCc3ccccc3)cc12	-2.1	-9	-4	2	4	3	-10	1
3	COc1ccccc1NC(=O)CS(=O)(=O)c1cn(CC(=O)N(C(C)C)C(C)C)c2ccccc12	2.1	/	0	4	-9	-2	27	/

# Following part.
nr	molecule	CFTR F508del cor	Statin myotox sup	Cneo AK release	PGC1a acetyl inh	miR-122 sensor	PglD inh	GSIS activator	FN deposit inh
9	CC(=O)Nc1ccc(OCC(O)CN2CCN(Cc3ccccc3)CC2)cc1 (stereo unspecified)	0.8	-4	4	6	1	-6	9	/
10	Cc1ccccc1CNC(=O)c1cc(COc2ccc(F)cc2F)on1	-5.1	/	/	4	/	/	2	3
11	O=C(COC(=O)c1ccc(O)cc1O)N=c1sccn1Cc1ccccc1Cl	1.2	-8	0	19	-2	0	-5	/
12	CO[C@H](CN(C)C(=O)c1cnccn1)[C@H](C)CN([C@H](C)CO)S(=O)(=O)c1ccc(F)cc1	-2.2	5	58	2	/	-2	-13	2
13	COc1ccc(-c2nnc(N(C)C(=O)C3CCCO3)s2)cc1 (stereo unspecified)	/	2	2	4	-4	4	/	/
14	O=C(/C=C/c1ccccc1)CC(=O)c1ccccc1	2.8	-4	1	3	-4	-9	11	/
15	COc1cc(NS(=O)(=O)c2ccc(NC(=O)/C=C/c3cccc([N+](=O)[O-])c3)cc2)ncn1	0.4	/	/	6	-3	/	7	/
16	Cc1ccc(C2=NN(C(=O)CSc3nnnn3C)C(c3ccco3)C2)cc1 (stereo unspecified)	3.5	0	2	0	3	-7	-10	2

# Rewritten with each value named: part of the list above
9	CC(=O)Nc1ccc(OCC(O)CN2CCN(Cc3ccccc3)CC2)cc1 (stereo unspecified)
  CFTR F508del cor: 0.8
  Statin myotox sup: -4
  Cneo AK release: 4
  PGC1a acetyl inh: 6
  miR-122 sensor: 1
  PglD inh: -6
  GSIS activator: 9
  FN deposit inh: /
10	Cc1ccccc1CNC(=O)c1cc(COc2ccc(F)cc2F)on1
  CFTR F508del cor: -5.1
  Statin myotox sup: /
  Cneo AK release: /
  PGC1a acetyl inh: 4
  miR-122 sensor: /
  PglD inh: /
  GSIS activator: 2
  FN deposit inh: 3
11	O=C(COC(=O)c1ccc(O)cc1O)N=c1sccn1Cc1ccccc1Cl
  CFTR F508del cor: 1.2
  Statin myotox sup: -8
  Cneo AK release: 0
  PGC1a acetyl inh: 19
  miR-122 sensor: -2
  PglD inh: 0
  GSIS activator: -5
  FN deposit inh: /
15	COc1cc(NS(=O)(=O)c2ccc(NC(=O)/C=C/c3cccc([N+](=O)[O-])c3)cc2)ncn1
  CFTR F508del cor: 0.4
  Statin myotox sup: /
  Cneo AK release: /
  PGC1a acetyl inh: 6
  miR-122 sensor: -3
  PglD inh: /
  GSIS activator: 7
  FN deposit inh: /

# New compounds follow.
nr	molecule	CFTR F508del cor	Statin myotox sup	Cneo AK release	PGC1a acetyl inh	miR-122 sensor	PglD inh	GSIS activator	FN deposit inh
17	CCOC(=O)N1CCC(NC(=O)CCc2nc(-c3ccc(C)cc3)no2)CC1	/	11	-3	9	4	0	/	/
18	CCOCCCNC(=O)C(NC(=O)c1cnccn1)c1ccc(OC)cc1 (stereo unspecified)	/	1	0	0	0	1	/	/
19	O=C1NC2(CCCCC2)NN1c1ccccc1	/	11	2	-7	8	1	/	/
20	Cc1cc(C)c(NC(=O)CN2C(=O)NC3(CCCCC3)C2=O)c(Cl)c1	-2.4	/	8	-3	-3	-6	-3	/
21	CCn1nnnc1SCC(=O)N1CCCc2ccccc21	/	17	0	-3	-2	-1	0	/
22	N#CCCn1cc(C(=O)N2CCOCC2)c(-c2ccc3c(c2)OCCO3)n1	0.3	19	2	-1	-3	-11	16	4
23	CCC1(C)Cc2nc3[nH]c(=S)n(-c4ccccc4)c(=O)c3cc2CO1 (stereo unspecified)	-2.1	-5	0	/	-6	-6	4	9
24	O=C(CN1CCOCC1)N/N=C/C=C/c1ccccc1	1.6	/	/	7	/	/	-14	-9

# (list continues)
no. | mol | CFTR F508del cor | Statin myotox sup | Cneo AK release | PGC1a acetyl inh | miR-122 sensor | PglD inh | GSIS activator | FN deposit inh
25 | C[C@@H]1CN([C@@H](C)CO)C(=O)c2cc(NC(=O)C3CCCCC3)ccc2O[C@@H](C)CCCCO[C@@H]1CN(C)S(=O)(=O)c1ccc(F)cc1 | -0.9 | / | 2 | 7 | -7[16.7 µM] | 1 | 4 | -8
26 | COc1ccc(Cl)cc1C(=O)Nc1nnn(C)n1 | / | 7 | 1 | -4 | -12 | -1 | / | 3
27 | CCOC(=O)C1(C)CCCN1C(=O)c1ccc(OC)c(F)c1 (stereo unspecified) | -1.0 | -1 | 2 | 1 | 2 | -5 | 6 | /
28 | Cc1cc(C)n(-c2ccc(C(=O)Nc3ccc(S(=O)(=O)NCc4ccco4)cc3)cc2)n1 | / | 3 | 0 | -27 | 10 | 0 | / | -1
29 | Cc1ccc(C)c(NC(=S)NC(NC(=O)/C=C/c2ccccc2)C(Cl)(Cl)Cl)c1 (stereo unspecified) | / | / | 5 | 2 | 7 | -4 | / | -6
30 | CC(=O)c1ccc(-n2nnnc2SCC(=O)NC2CCCCC2)cc1 | -0.8 | ? | 3 | -3 | -2 | 1 | -8 | 0
31 | COc1cc(C(c2nnnn2C2CCCC2)N2CCN(C)CC2)cc(OC)c1OC (stereo unspecified) | / | -10 | -4 | -23 | -10 | 1 | 28 | /
32 | CCCn1c(N2CCN(C(=O)Nc3ccccc3)CC2)nc2ccccc21 | 1.2 | -12 | 0 | 1 | -1 | -1 | -5 | -18
33 | CCC(=O)N(C)C[C@@H]1Oc2ncc(C#C[C@H](C)O)cc2C(=O)N([C@H](C)CO)C[C@@H]1C | -2.7 | -2 | -3 | 12 | -2[16.7 µM] | 1 | 20 | /
34 | C[C@@H]1CN([C@@H](C)CO)C(=O)c2cc(NC(=O)Nc3ccccc3)ccc2O[C@@H]1CN(C)C(=O)Nc1ccc(C(F)(F)F)cc1 | -0.4 | -24 | 1 | -7 | -13[16.7 µM] | -1 | -26 | /
35 | Cc1noc(C)c1NC(=O)Nc1ccc2c(c1)CC(=O)N([C@@H](C)CO)C[C@@H](C)[C@@H](CN(C)Cc1ccc(-c3ccccc3)cc1)O2 | 1.1 | -3 | / | 15 | -5[16.7 µM] | / | -31 | /
36 | Nc1nc(NCc2ccccc2)nc(Nc2cccc(F)c2)c1[N+](=O)[O-] | / | -2 | 3 | 9 | 3 | -8 | / | /
37 | COCCNC(=O)c1cccc(OC2CCN(Cc3cccc(SC)c3)CC2)c1 | -0.8 | 14 | 4 | 11 | 2 | 1 | -8 | 3
38 | CC(C)C#Cc1cnc2c(c1)C(=O)N([C@H](C)CO)C[C@@H](C)[C@H](CN(C)C(=O)C1CCC1)O2 | 0.8 | 2 | 4 | 6 | -5[16.7 µM] | 2 | 5 | 0
39 | Cc1cnc(NC(=O)C2(c3ccccc3)CC2)s1 | -3.0 | / | / | 7 | 1 | / | 7 | 6
40 | O=C(C[C@@H]1C[C@@H]2c3cc(NC(=O)Nc4ccc(F)cc4)ccc3O[C@@H]2[C@H](CO)O1)NCC(F)(F)F | 0.9 | 5 | 4 | 0 | 1[16.7 µM] | 1 | -6 | -6
41 | O=S(=O)(NCc1csc(-c2cccs2)n1)c1ccc(Cl)cc1 | -0.7 | 24 | 1 | 18 | 17 | 1 | 8 | 6
42 | O=C(O)C1CCc2nc(NCc3ccccc3)nc(NCc3ccccc3)c2C1 (stereo unspecified) | 1.2 | -6 | 1 | -7 | 5 | 0 | -4 | 1
43 | O=C(Nc1ccc(F)c(Cl)c1)C1CCN(c2ncnc3c2nc2n3CCCCC2)CC1 | 1.1 | 4 | -1 | -41 | -3 | -1 | 1 | -12
44 | Cc1nn(C)c(C)c1NC(=O)COc1ccc(Cl)cc1Br | 2.7 | 2 | 1 | -4 | -5 | -1 | -6 | -7
45 | CCN(CC)S(=O)(=O)c1cccc(C(=O)Nc2sc3c(c2C(N)=O)CCCC3)c1 | / | -42 | 1 | 9 | 3 | -7 | / | /
46 | O=[N+]([O-])c1ccc(Nc2ccccc2)c2nonc12 | 1.3 | -19 | 2 | / | / | -2 | -44 | 2
47 | C[C@H](CO)N1C[C@H](C)[C@H](CN(C)C(=O)Nc2ccccc2)OCCCC[C@H](C)Oc2ccc(NS(C)(=O)=O)cc2C1=O | -0.2 | / | -5 | 2 | 4[16.7 µM] | -1 | 4 | 3
48 | CCn1c(SCC(=O)NC2CC2)nnc1-c1cccs1 | 0.3 | 11 | -1 | -5 | / | 4 | 12 | -3
49 | CC(Oc1ccc(C#N)cc1)C(=O)NC1CCCC1 (stereo unspecified) | -3.7 | 13 | 0 | 6 | 6 | -2 | 32 | -12
50 | C[C@H]1CN([C@@H](C)CO)C(=O)c2cccc(NC(=O)c3nc4ccccc4s3)c2O[C@@H]1CN(C)S(C)(=O)=O | -2.8 | / | 0 | -1 | 8[16.7 µM] | 0 | 11 | /
51 | Cc1ccsc1C(=O)N[C@@H](C)c1nnc2ccccn12 | -1.6 | 25 | 1 | -5 | 0 | -1 | 0 | -10
52 | CC(/C=N/NC(=O)c1cc(-c2cccs2)[nH]n1)=C\c1ccccc1 | / | / | -2 | / | / | 3 | 3 | -3

# Of the compounds above, these contain a COOH group.
no. | mol | CFTR F508del cor | Statin myotox sup | Cneo AK release | PGC1a acetyl inh | miR-122 sensor | PglD inh | GSIS activator | FN deposit inh
7 | Cc1ccc2[nH]c(C)c(CC(=O)O)c2c1 | / | 11 | -6 | 9 | 7 | 1 | / | /
42 | O=C(O)C1CCc2nc(NCc3ccccc3)nc(NCc3ccccc3)c2C1 (stereo unspecified) | 1.2 | -6 | 1 | -7 | 5 | 0 | -4 | 1
